# Pol III holo inh: inhibitors of bacterial DNA polymerase III holoenzyme | hit rate 0.25% among 71,000 | AID 603 | Potency, µM (highest dose often 57.1 µM), for the others: at the top dose activity change, negative = inhibition | reconstituted DNA polymerase III holoenzyme replication, biochemical; also: potency is read from the fitted curve at half-maximal effect; % is scaled to controls: 0 for no effect and ±100 for the full control effect
#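 Reconstituted *E. coli* holoenzyme (0.35 nM Pol III, 1 nM beta, 154 nM SSB, 2 nM primase) was preincubated with compound for 15 min at RT. Synthesis on 1.4 nM ssM13Gori ran 35 min, then was stopped with PicoGreen/EDTA and read as dsDNA fluorescence.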
# HADH2 inh: blocks human hydroxyacyl-CoA dehydrogenase type II; hit rate 3.4% among 73,000; Potency, µM (doses to about 57.1 µM), inactives show at the highest dose activity change, negative = inhibition, actives largely listed as inhibitors; Q99714; recombinant HADH2, NADH fluorescence, beta-hydroxybutyryl-CoA; AID 886; also: potency is read from the fitted curve at half-maximal effect; % is scaled to controls: 0 for no effect and ±100 for the full control effect; nearly all actives have a fitted effect of over 60% in size; many of its hits are not listed in these tables
# Target sequence (Q99714 whole entry, looked up, one chain of several): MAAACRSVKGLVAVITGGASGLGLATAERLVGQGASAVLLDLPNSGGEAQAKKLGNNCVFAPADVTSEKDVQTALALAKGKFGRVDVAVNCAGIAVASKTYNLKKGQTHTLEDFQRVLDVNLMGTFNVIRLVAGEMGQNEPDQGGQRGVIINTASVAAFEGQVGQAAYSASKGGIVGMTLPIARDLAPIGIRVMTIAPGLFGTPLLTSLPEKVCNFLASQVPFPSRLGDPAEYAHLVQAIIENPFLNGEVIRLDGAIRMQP
#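 Activity measured as NADH fluorescence gain (360/450 nm), taken as the change between first and last reads of a 4-min kinetic run. Conditions: pH 9.0 Tris buffer, 20 nM E. coli-expressed His-tagged enzyme, 1 mM NAD+, 90 uM beta-hydroxybutyryl-CoA; 15-min compound preincubation.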
# Luciferase inh: inhibitors of firefly luciferase | hit rate 2.2% among 72,000 | P08659 | Potency, µM (series often up to 57.1 µM), without a hit: at the top dose activity change, negative = inhibition, actives largely listed as inhibitors | purified firefly luciferase, luminescence, 8 min; also: potency is read from the fitted curve at half-maximal effect; % is scaled to controls: 0 for no effect and ±100 for the full control effect; nearly all actives have a fitted effect of over 40% in size
#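 Here, luciferase activity is measured as luminescence following an 8 min room-temperature reaction at 10 uM ATP, pH 7.2. Every library sample is titrated.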
# CRE Fsk mod: CRE-bla signaling modulation under forskolin stimulation; CHO CRE-bla reporter (cAMP response element driving beta-lactamase), forskolin EC10, beta-lactamase ratio; hit rate 2.5% among 71,000; Potency, µM (top dose mostly 38.2 µM), inactives show at the top dose activity change, negative = inhibition, hits mostly activators; active = well fitted activation curve with a large enough effect in the signal ratio, with a control signal flat, not every such curve was filed as active; inconclusive = small, poorly fitted or top-dose-only effect, or effect the other way, or a change in a side signal; the % refers to the signal ratio; also: potency is read from the fitted curve at half-maximal effect; % of control where 0% means no effect
#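 qHTS titration format; CRE-bla CHO reporter; stimulus EC10 NKH 477, a water-soluble forskolin. Read: CCF4 460/530 nm ratio. Potency expressed as AC50 for activators or inhibitors.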
# Tau fil binding: binders of human tau filaments. Potency, µM (top dose mostly 57.1 µM), inactives show top-dose activity change, negative = inhibition. recombinant tau filaments, thioflavin S fluorescence, 15 h; filaments grown with octadecylsulfate alongside compound. AID 596. P10636. hit rate 2% among 71,000;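 also: potency is read from the fitted curve at half-maximal effect; % is scaled to controls: 0 for no effect and ±100 for the full control effect; actives lower thioflavin S fluorescence by blocking filaments or displacing dye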
#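 Tau 2 uM in ThS buffer dispensed; compound added; 60 uM ODS added (finals 1 uM tau, 30 uM ODS); 15 h 37 C; fluor ex450/em510.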
# Rhodamine autofl: rhodamine region autofluorescence; Rhodamine-region fluorescence, 547/598 nm, Tris buffer; active compounds read high; max dye-equivalent concentration, M; hit rate 0.05% among 59,000; AID 594; in the data active = max dye-equivalent concentration above about 11 nM; inconclusive = between about 1.1 nM and that limit
#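 Steps: pin-transfer compounds into pH 8.0 Tris (100 mM), hold 15 min at room temperature, image with a 547/598 nm filter pair, and convert intensities to rhodamine-equivalent concentration using a six-point on-plate rhodamine series.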
# TexasRed autofl: compound fluoresces in the Texas Red spectral region; Compound fluorescence, Texas Red channel, 547/618 nm; active compounds read high; max dye-equivalent concentration, M; hit rate 0.06% among 59,000; in the data active = max dye-equivalent concentration above about 10 nM; inconclusive = between about 1.1 nM and that limit
#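 Compound fluorescence was read after 15 min at room temperature in 100 mM Tris, pH 8.0, using 547 nm excitation and 618 nm emission across a concentration series. It was expressed as Texas Red dye-equivalent concentration from an on-plate standard curve.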
# HBB splicing: hemoglobin beta splicing modulation. hit rate 0.06% among 65,000. HBB splicing reporter cell assay, activation; EGFP reporter with mutant IVS2-654 intron; response scale: normalised to 500 nM splice-correcting PNA. Potency, µM (doses to about 46.1 µM), for the others: at the top dose activation, usual class: activators; also: potency is read from the fitted curve at half-maximal effect; 0% is about no effect
#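 Compounds were applied for 2 days to HeLa EGFP-654 cells, 500/well in Optimem with 2% FCS. The reporter's EGFP is disrupted by mis-splicing of beta-globin intron IVS2-654. Readout: summed well GFP fluorescence from 488 nm laser scanning; reference was 500 nM antisense […] 654 PNA.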
# ERK AVP block: vasopressin-driven ERK pathway inhibition | HEK293-V1b, vasopressin-stimulated pERK AlphaScreen | Potency, µM (top dose mostly 57.5 µM), for inactives: at the top dose activity, negative = inhibition, hits mostly inhibitors | AID 995 | hit rate 0.99% among 72,000; also: potency is read from the fitted curve at half-maximal effect; % is scaled to controls: 0 for no effect and ±100 for the full control effect; nearly all actives have a fitted effect of over 55% in size
#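 HEK293 cells stably expressing V1b receptor, seeded overnight in 1% FBS, were treated with compounds for 30 min at 37C, then stimulated 5 min with 25 nM vasopressin; phospho-ERK read by AlphaScreen SureFire after lysis.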
# Hsp90 Hop PPI: changes Hsp90-Hop TPR2A binding signal, up or down; hit rate 0.44% among 71,000; AlphaScreen TPR2A-His6 binding biotin-Hsp90 C-terminal peptide; Potency, µM (series often up to 57 µM), without a hit: at the highest dose activity change, negative = inhibition; active = well fitted curve in either direction with a large enough effect; inconclusive = small, poorly fitted or top-dose-only effect, or another doubt; also: potency is read from the fitted curve at half-maximal effect; % is scaled to controls: 0 for no effect and ±100 for the full control effect; many of its hits are not listed in these tables
# ALOX15 inhib: 15-hLO (ALOX15) enzyme inhibition; purified 15hLO-1, xylenol orange hydroperoxide absorbance; hit rate 1.4% among 74,000; P16050; Potency, µM (series often up to 57.1 µM), without a hit: at the highest dose activity change, negative = inhibition, hits mostly inhibitors; also: potency is read from the fitted curve at half-maximal effect; % is scaled to controls: 0 for no effect and ±100 for the full control effect; nearly all actives have a fitted effect of over 55% in size
# Target sequence (P16050 whole entry, looked up): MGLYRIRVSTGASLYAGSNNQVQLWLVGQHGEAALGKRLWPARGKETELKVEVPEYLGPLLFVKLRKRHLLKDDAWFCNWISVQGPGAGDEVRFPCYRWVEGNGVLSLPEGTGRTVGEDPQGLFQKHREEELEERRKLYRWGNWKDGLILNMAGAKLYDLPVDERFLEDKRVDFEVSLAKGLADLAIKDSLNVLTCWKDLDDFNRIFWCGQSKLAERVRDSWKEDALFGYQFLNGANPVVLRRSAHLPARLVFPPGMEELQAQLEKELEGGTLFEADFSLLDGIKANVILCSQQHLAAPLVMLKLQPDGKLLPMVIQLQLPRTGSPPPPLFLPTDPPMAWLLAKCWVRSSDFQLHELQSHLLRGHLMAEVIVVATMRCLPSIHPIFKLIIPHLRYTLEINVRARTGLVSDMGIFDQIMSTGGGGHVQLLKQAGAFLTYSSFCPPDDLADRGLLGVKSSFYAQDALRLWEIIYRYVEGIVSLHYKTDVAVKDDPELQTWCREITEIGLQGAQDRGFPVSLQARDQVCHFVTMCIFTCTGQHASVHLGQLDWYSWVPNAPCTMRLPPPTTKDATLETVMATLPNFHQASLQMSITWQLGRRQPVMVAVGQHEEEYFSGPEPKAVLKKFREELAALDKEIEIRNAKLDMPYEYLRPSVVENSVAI
#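 Purified human 15hLO-1 (40 nM) in 25 mM Hepes pH 7.5, 0.01% Triton X-100, preincubated 15 min RT with compound, then 50 uM arachidonic acid for 6 min. Hydroperoxide read by ferrous/xylenol orange, 30 min; 573/405 nm absorbance ratio gave progress.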
# * hit, by the source's call; i = inactive; u = inconclusive; x = no result given; [ ] = remark or other dose. Unless noted, calls follow the shape of the dose curve; as a rule, active = well fitted curve in the direction sought with a large enough effect; inconclusive = small, poorly fitted or top-dose-only effect, or another doubt; inactive = no such curve, though single readings can be large; an effect the other way counts as inactive or inconclusive.
item	Compound	Pol III holo inh	HADH2 inh	Luciferase inh	CRE Fsk mod	Tau fil binding	Rhodamine autofl
1	CN(C)S(=O)(=O)N1CCN(S(=O)(=O)c2ccccc2)CC1	0%	-1%	-1%	-8%	-16%	i
2	COC(=O)c1ccc(NC(=O)C2C3C=CC(O3)C2C(=O)O)cc1 (stereo not given)	-2%	-2%	-1%	-4%	6%	i
3	Cc1cc(N2C(=O)CCC2=O)n(-c2ccccc2)n1	-4%	5%	2%	18%	-6%	i
4	CCCn1nnc(NC(=O)c2sc3ccccc3c2Cl)n1	-1%	-7%	-12%	1%	6%	i
5	CCC1(C(=O)OC)NC(c2cccc(F)c2)C2C(=O)N(C)C(=O)C21 (stereo not given)	1%	-19%	4%	-2%	-17%	i
6	CCOC(=O)c1c(C)oc2c1c(C=NC1CCS(=O)(=O)C1)c(O)c1ccccc12 (stereo not given)	-4%	12%	-1%	5%	28%	i
7	O=C(C1CCN(c2ccc(N3CCOCC3)nn2)CC1)N1CCN(c2ccc(F)cc2)CC1	-2%	u	-2%	2%	-7%	i
8	CC(C)c1ccccc1OCCCCCNCCO	-1%	7%	-3%	8%	13µM*	x
9	Cc1ccc(CC(=O)NCC(C)C)cc1	-4%	7%	-2%	-2%	-2%	i
10	COc1ccccc1-n1c(SCC(=O)N(C)C2CCS(=O)(=O)C2)nc2ccccc2c1=O (stereo not given)	-2%	3%	2%	u	-6%	i

item	TexasRed autofl	HBB splicing	ERK AVP block	Hsp90 Hop PPI	ALOX15 inhib
1	i	0.1%	10%	4%	5%
2	i	1.3%	-5%	1%	6%
3	i	3.4%	-6%	-6%	13%
4	u	0.0%	10%	-4%	-6%
5	i	x	-4%	-5%	-1%
6	u	0.3%	4%	-5%	-2%
7	i	4.0%[0.369 µM]	-8%	-5%	12%
8	x	0.5%[9.22 µM]	-9%	7%	2%
9	i	1.9%	-5%	1%	0%
10	i	-0.6%	-4%	-4%	-23%

# Four compounds picked at random from the list so far:
item	Compound	Pol III holo inh	HADH2 inh	Luciferase inh	CRE Fsk mod	Tau fil binding	Rhodamine autofl
3	Cc1cc(N2C(=O)CCC2=O)n(-c2ccccc2)n1	-4%	5%	2%	18%	-6%	i
9	Cc1ccc(CC(=O)NCC(C)C)cc1	-4%	7%	-2%	-2%	-2%	i
6	CCOC(=O)c1c(C)oc2c1c(C=NC1CCS(=O)(=O)C1)c(O)c1ccccc12 (stereo not given)	-4%	12%	-1%	5%	28%	i
5	CCC1(C(=O)OC)NC(c2cccc(F)c2)C2C(=O)N(C)C(=O)C21 (stereo not given)	1%	-19%	4%	-2%	-17%	i

item	TexasRed autofl	HBB splicing	ERK AVP block	Hsp90 Hop PPI	ALOX15 inhib
3	i	3.4%	-6%	-6%	13%
9	i	1.9%	-5%	1%	0%
6	u	0.3%	4%	-5%	-2%
5	i	x	-4%	-5%	-1%

# (next part)
item	Compound	Pol III holo inh	HADH2 inh	Luciferase inh	CRE Fsk mod	Tau fil binding	Rhodamine autofl
11	CCc1ccccc1OCc1nnc(N)s1	-3%	2%	1%	2%	-2%	i
12	COc1ccc(S(=O)(=O)NCc2ccccc2Cl)cc1OC	2%	2%	0%	5%	1%	x
13	COc1ccc(Cl)cc1Nc1cc(C)nc2nc(C)nn12	-2%	3%	1%	16%	3%	x
14	Cc1ccc(CN(C(=O)c2c(F)cccc2F)C2CC(C)(C)NC(C)(C)C2)o1	0%	12%	2%	-1%	-16%	i
15	Cc1nn(-c2ccccc2)c(C)c1P(=O)(c1ccccc1)N(C)C (stereo not given)	-1%	-4%	1%	1%	5%	i
16	COc1cccc(-n2c(Cc3cc(=O)[nH]c(=O)[nH]3)nnc2SCC(=O)N2CCC(C)CC2)c1	-7%	-3%	0%	u	2%	i
17	O=C(Cc1cccs1)Nc1ccc(-c2nnn(CC(=O)N3CCOCC3)n2)cc1	1%	u	-24%	-8%	36%	i
18	CCOc1ccc(-c2nnc3sc(COc4ccc(C)cc4)nn23)cc1	5%	-7%	2%	-5%	53%	i
19	Clc1ccc(Cn2ncc3c(N4CCCCC4)ncnc32)c(Cl)c1	0%	4%	0%	10%	4%	i
20	CC(C)c1nc2ccccc2c2nnc(SCC(=O)NCc3ccco3)n12	-4%	10%	1%	-1%	3%	i

item	TexasRed autofl	HBB splicing	ERK AVP block	Hsp90 Hop PPI	ALOX15 inhib
11	i	0.3%	-17%	-2%	5%
12	x	0.4%[9.22 µM]	u	-1%	-8%
13	x	-0.7%	-24%	-2%	7%
14	i	x	-19%	0%	7%
15	i	-0.1%[57.5 µM]	-19%	0%	6%
16	i	-3.3%	20%	-4%	13%
17	u	-2.4%	7%	-5%	-23%
18	i	8.3%[0.369 µM]	-1%	-4%	5%
19	u	0.1%[0.369 µM]	17%	-1%	4%
20	i	-1.7%	-29%	-3%	2%

# The list goes on.
item	Compound	Pol III holo inh	HADH2 inh	Luciferase inh	CRE Fsk mod	Tau fil binding	Rhodamine autofl
21	O=C(Cn1nnc(-c2ccccc2)n1)Nc1ccccc1N1CCOCC1	-5%	8%	0%	u	6%	i
22	FC(F)(F)c1cnc(Oc2ccc(-c3nnco3)cc2)c(Cl)c1	2%	8%	-1%	-5%	0%	i
23	Nc1cc(C(=O)OCC(=O)NCC2CCCO2)ccc1Cl (stereo not given)	1%	5%	1%	-5%	4%	i
24	Cc1cccc(N(C)C(=O)COc2cc(=O)n(C)c3ccccc23)c1	-9%	2%	-1%	29%	3%	x
25	CC(OC(=O)C(NC(=O)c1ccco1)C(C)C)C(=O)Nc1ncc(Cl)cc1Cl (stereo not given)	-4%	0%	0%	u	-9%	i
26	CN(C)CCCOC(=O)c1ccc(Cl)cc1	-2%	-1%	1%	0%	-12%	x
27	COc1cccc(OC)c1C(=O)Nc1ccccc1C(=O)N1CCOCC1	-10%	-12%	-1%	u	-15%	i
28	CCCCn1nnnc1SCC(=O)Nc1ccc2c(c1)OCO2	-5%	-3%	-3%	-8%	-17%	i
29	CC(=O)Nc1ccc(C(=O)CCl)cc1	-6%	-2%	x	u	-3%	x
30	CCCN=C(N)/C(C(=O)OCC)=C(\O)c1ccc(OC)cc1	-1%	0%	-1%	4%	-13%	i

item	TexasRed autofl	HBB splicing	ERK AVP block	Hsp90 Hop PPI	ALOX15 inhib
21	u	x	-11%	-4%	-10%
22	i	-0.2%[57.5 µM]	-12%	7%	-4%
23	i	3.7%	3%	0%	-4%
24	x	0.1%	3%	-1%	2%
25	i	-0.6%	11%	-4%	11%
26	x	0.2%	0%	-4%	8%
27	i	-1.1%	0%	-2%	-21%
28	i	x	-4%	-4%	-12%
29	x	4.4%	13%	-1%	-26%
30	u	-1.5%	14%	0%	3%

# (next part)
item	Compound	Pol III holo inh	HADH2 inh	Luciferase inh	CRE Fsk mod	Tau fil binding	Rhodamine autofl
31	COc1cccc(C(=O)NC2CC3CCCC(C2)N3CC(=O)Nc2ccccc2)c1 (stereo not given)	4%	5%	0%	u	-27%	i
32	O=c1c2[nH]c3ccccc3c2ncn1CCN1CCOCC1	-7%	4%	2%	8%	9%	i
33	COC(=O)[C@@H](NC(=O)NC(C)CCc1ccccc1)C(C)C (stereo not given in full)	2%	-1%	0%	-21%	7%	i
34	CCN(CC(=O)N1CCN(C)CC1)S(=O)(=O)c1ccc(Cl)cc1	-1%	1%	-1%	-9%	6%	i
35	CCOc1ccc(N=C(NC#N)SC)cc1	2%	4%	-2%	6%	-10%	i
36	COCCn1c(=O)c(CCc2ccccc2)nc2cncnc21	-7%	9%	1%[11.4 µM]	6%	-4%	i
37	CC12CN3CC(C)(CN(C1)C3c1ccc(Cl)cc1Cl)C2=O (stereo not given)	-10%	-3%	2%	0%	4%	x
38	COc1ccc(OC)c(C2=NOC(C(=O)NCc3ccccn3)C2)c1 (stereo not given)	4%	30%	2%	u	1%	i
39	O=C(CSc1nnc2ccccn12)NCc1cccs1	-1%	-10%	2%	6%	1%	i

item	TexasRed autofl	HBB splicing	ERK AVP block	Hsp90 Hop PPI	ALOX15 inhib
31	i	-2.3%	11%	u	-27%
32	i	2.4%[1.84 µM]	7%	0%	-5%
33	i	-1.0%	-3%	2%	-6%
34	u	1.1%	0%	0%	1%
35	i	3.0%	-6%	0%	2%
36	i	-0.5%	u	-3%	1%
37	x	-0.1%	x	-2%	4%
38	i	2.2%	6%	-7%	4%
39	i	0.2%[0.369 µM]	-24%	-2%	-3%

# The list is partial; count on the stated rates, not on these rows.
